# Source: PubChem BioAssay
# NOD1 NF-kB reporter = NOD1 signaling inhibitors, primary screen, cell-based, luminescence, uHTS (AID 1578); NOD1-driven NF-kB luciferase reporter cells, luminescence; higher % means a stronger effect; inhibition, % at 4 µM; hits with a dose series show EC50 in µM; actives 1% (n = 290,000); in the data active = inhibition mostly above about 36%, no sharp cut-off; inactive = mostly below about 34%;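 also: HEK-293T reporter cells stimulated with the NOD1 agonist gamma-tri-DAP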
# GPR55 antagonists = GPR55 antagonists blocking LPI-driven arrestin recruitment, primary screen, imaging, U2OS, beta-arrestin-GFP, LPI agonist (AID 2013). inhibition, % at 10 µM, or IC50 in µM where a hit was titrated. actives 0.13% (n = 290,000). U2OS GPR55 beta-arrestin-GFP translocation imaging, LPI antagonism; higher % means a stronger effect;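 active = spots per cell inhibited over 60%, with over 100 cells counted and total cytoplasm intensity under 500,000; inconclusive = wells with under 100 cells, flagged as likely toxic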;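 also: U2OS cells stably carrying GPR55 and arrestin-GFP stimulated by 5 µM LPI near EC80; imaged beta-arrestin-GFP aggregate spots per cell after agonist stimulation; plate controls were LPI-stimulated DMSO wells for no effect and DMSO wells without LPI for full effect; some results filed as inactive read as strong as hits; confirmed hits need IC50 under 10 µM and bright autofluorescent wells are also inconclusive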
# KOR beta-arrestin-1 = kappa opioid receptor activators – cell-based, luminescence, uHTS, primary screen (AID 1777); activation, % at 10 µM, or EC50 in µM where a hit was titrated; KOR beta-arrestin recruitment, luminescence; higher % means a stronger effect; actives 0.02% (n = 280,000); in the data active = activation above about 50%, passing the limit was not always enough; also: a part of the inactive calls stands beside numbers as strong as those of hits
# GPR55 beta-arrestin = selective activators of receptor GPR55 – imaging, U2OS cells, beta-arrestin-GFP redistribution, primary screen (AID 1961); activation, % at 10 µM, or EC50 in µM where a hit was titrated; U2OS GPR55 beta-arrestin-GFP redistribution imaging; higher % means a stronger effect; actives 0.048% (n = 290,000);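 active = activation above 40% with more than 50 cells counted in the well; inconclusive = wells holding fewer than 50 cells, flagged as toxic or sparse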;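 also: U2OS osteosarcoma cells stably expressing GPR55 and beta-arrestin-GFP; plate controls were DMSO negative control for no effect and LPI positive control for full effect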
# HIV peptide binding = inhibitors of HIV fusion peptide binding, primary screen, biochemical, uHTS, fluorescence dequenching (AID 1986); inhibition, % at 20 µM; hits with a dose series show IC50 in µM; cell-free peptide binding, fluorescence dequenching, 30 min; higher % means a stronger effect; actives 0.3% (n = 290,000); in the data active = inhibition mostly above about 52%, no sharp cut-off; inactive = mostly below about 76%; also: some results filed as inactive read as strong as hits
# HEK293 NOD2/NF-kB = NOD2 signaling inhibitors, cell-based, luminescence, uHTS, HEK293 (AID 1566) | inhibition, % at 4 µM; hits with a dose series show EC50 in µM | HEK293 NOD2/NF-kB luciferase reporter, luminescence; higher % means a stronger effect | actives 0.63% (n = 290,000); also: many of its hits are not listed in these tables
# Large T inhibition = SV40 large T antigen inhibitors, biochemical (AID 1903) | SV40 large T antigen ATPase/helicase inhibition assay; higher % means a stronger effect | inhibition, % at 20 µM, or IC50 in µM where a hit was titrated | actives 0.39% (n = 310,000); in the data active = a potency from the dose series; inconclusive = inhibition mostly from about 32% at the one dose, without a potency; inactive = the rest, 99 in 100 with inhibition below about 32%; also: strong numbers were not always called active
# KOR beta-arrestin-2 = KOR antagonists, beta-arrestin recruitment, cell-based, luminescence, uHTS (AID 1778); KOR beta-arrestin recruitment, luminescence, antagonist mode; higher % means a stronger effect; inhibition, % at 10 µM; hits with a dose series show IC50 in µM; actives 0.091% (n = 290,000); also: strong numbers were not always called active
# MgcRacGAP inhibition = MgcRacGAP GTPase-activating activity inhibitors, confirmation, biochemical, ADP Hunter fluorescence. MgcRacGAP-stimulated Rac1 GTP hydrolysis, ADP Hunter fluorescence; higher % means a stronger effect; GST-tagged Rac1 F28L mutant substrate. inhibition, % at 30 µM; hits with a dose series show IC50 in µM. actives 0.6% (n = 340,000). AID 624330;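 active = first-screen hits whose inhibition reached a set limit at any dose in the follow-up dose series; inconclusive = inhibition above the set first-screen limit but never retested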;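 also: fluorescence reports GDP produced by GAP-driven GTP hydrolysis; strong numbers were not always called active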
# * hit, by the source's call; ? = inconclusive; · = not tested or not shown; [ ] = dose if it differs, or a comment. Rule as the data show it, unless noted: active = inhibition above about 50%; inactive = the rest. Not all compounds are listed. The share of hits here may be higher or lower than overall.
# Each structure is followed by: NOD1 NF-kB reporter	GPR55 antagonists	KOR beta-arrestin-1	GPR55 beta-arrestin	HIV peptide binding	HEK293 NOD2/NF-kB	Large T inhibition	KOR beta-arrestin-2	MgcRacGAP inhibition
Cc1cc(Oc2ccc(C#N)cc2)nc(NCc2ccccc2)n1
  44%	10%	-0.9%	0.1%	-0.3%	16%	2%	3%	6%
CC(C)CNC(=O)NC1C(NC(=O)NCC(C)C)N(C)C(=O)N1C (stereo not drawn)
  4%	2%	2.5%	-0.5%	0.3%	-4%	3%	5%	8%
C/C(=C\c1ccc2c(c1)OCO2)C(=O)c1c(C)cc(C)[nH]c1=O
  -19%	0%	-3.9%	-0.1%	-0.3%	-6%	7%	-28%	-14%
CC(=O)Oc1ccc2c(C)c(CC(C)O)c(=O)oc2c1 (stereo not drawn)
  -13%	-1%	-0.7%	0.3%	1.2%	7%	17%	22%	10%
Cc1ccc(NC(=O)NCc2cccnc2)cc1
  -30%	17%	-0.2%	-0.1%	1.8%	-17%	0%	-6%	4%
CSc1nncn1/N=C/c1cc(Cl)ccc1F
  -3%	-14%	2.9%	0.0%	-3.2%	3%	9%	-6%	10%
C=CCn1c(=O)c2ccccc2n2c(SC(C)C(N)=O)nnc12 (stereo not drawn)
  -6%	4%	-3.5%	-0.1%	-0.5%	10%	11%	6%	5%
Cc1occc1C(=O)NNC(=O)c1ccc(Br)o1
  -28%	11%	-1.5%	-0.9%	-0.5%	3%	2%	-18%	3%
Cn1ccs/c1=N\S(=O)(=O)c1ccc(C(C)(C)C)cc1
  -4%	10%	-5.0%	0.1%	-2.8%	10%	0%	-21%	10%
COc1ccc(NC(=O)Cn2c(=O)n(Cc3ccco3)c(=O)c3ccccc32)cc1
  1%	1%	-3.0%	-0.1%	-0.6%	6%	9%	-12%	4%

# Each structure is followed by: NOD1 NF-kB reporter	GPR55 antagonists	KOR beta-arrestin-1	GPR55 beta-arrestin	HIV peptide binding	HEK293 NOD2/NF-kB	Large T inhibition	KOR beta-arrestin-2	MgcRacGAP inhibition
Cn1c(SCC(=O)C(C)(C)C)nnc1-c1ccncc1
  -12%	6%	2.8%	1.5%	-0.3%	6%	0%	-3%	-2%
CSc1nc2ccc(NC(=O)CSc3nnc(N)s3)cc2s1
  -46%	8%	6.7%	0.0%	0.8%	-15%	4%	-40%	-3%
O=c1nc(-c2ccccc2)n(-c2ccccc2)[nH]1
  -28%	-3%	4.0%	-0.5%	3.1%	3%	-3%	-17%	13%
Nc1c(-c2ccccc2)cnc2ncnn12
  -9%	-2%	-3.0%	0.3%	1.3%	-7%	21%	-27%	3%
COc1ccccc1NC(=S)N1CCC(c2nc3ccccc3o2)CC1
  -6%	1%	-1.4%	-0.2%	-0.6%	5%	-4%	4%	5%
O=C(CN1CCN(c2ncc(C(F)(F)F)cc2Cl)CC1)N1CCN(c2ncc(C(F)(F)F)cc2Cl)CC1
  29%	0%	-4.8%	1.6%	-2.2%	16%	9%	-46%	4%
O=C(CCN1CCCO1)N1CCCC(N2CCN(c3ccccc3F)CC2)C1 (stereo not drawn)
  -19%	-2%	-3.8%	0.7%	-0.6%	-1%	6%	-7%	-42%
CC(C)c1nnc(NC(=O)c2cc3ccccc3o2)s1
  -102%	-12%	-3.1%	0.0%	2.7%	-77%	9%	-4%	3%
CC(C)C(CCNC1CCN(C)CC1)c1ccc(Cl)cc1 (stereo not drawn)
  2%	2%	-1.9%	0.0%	-0.1%	14%	7%	18%	?
CC(=O)Nc1ccc(OC(=O)c2ccc(Cl)cc2)cc1
  4%	6%	0.9%	-0.1%	-1.3%	10%	8%	-35%	-3%

canonical_smiles | NOD1 NF-kB reporter | GPR55 antagonists | KOR beta-arrestin-1 | GPR55 beta-arrestin | HIV peptide binding | HEK293 NOD2/NF-kB | Large T inhibition | KOR beta-arrestin-2 | MgcRacGAP inhibition
CC(=O)c1cccc(N(C(=O)Cn2nnc3ccccc32)C(C(=O)NC2CCCCC2)c2cn(C)nc2C)c1 (stereo not drawn) | -7% | 0% | 3.5% | -0.1% | 0.0% | -5% | 9% | 13% | 2%
O=C(C1CCCCC1)N1CCCn2c1nc1ccccc12 | -14% | 7% | -4.4% | -0.1% | 0.9% | 7% | 3% | -5% | 11%
CC(c1ccccn1)N(CCN(C)C)C(=S)Nc1ccccc1F (stereo not drawn) | 2% | 8% | -2.8% | -0.1% | -1.6% | 9% | 2% | 6% | 9%
O=C(CN1CCc2ccccc21)NCc1ccccc1Cl | -9% | 6% | -3.8% | 0.3% | 1.2% | 1% | 0% | -2% | 9%
CCO[C@@H]1OC(C(=O)NC2CC2)=C[C@H](C2CC2)[C@H]1CCCO | -1% | -4% | -1.7% | -0.1% | 1.0% | 2% | 17% | 5% | 13%
Cc1c(NC(=O)CSc2nnc(Nc3ccccc3)s2)c(=O)n(-c2ccccc2)n1C | -28% | 0% | 0.4% | -0.1% | 0.8% | -1% | 20% | 2% | 3%
C=CCN(CC=C)C(=O)c1ccc(OC2CCN(Cc3ccccn3)CC2)cc1 | -23% | 8% | 0.3% | -0.1% | 1.5% | -2% | 0% | -5% | 2%
O=Cc1ccc(-c2ccccc2C(=O)O)o1 | -25% | 13% | · | 0.4% | -1.3% | 4% | 25% | -9%[20 µM] | 2%
O=C1C(=O)N(CCN2CCOCC2)C(c2cccc(Cl)c2)/C1=C(\O)c1ccc2c(c1)OCCO2 (stereo not drawn) | -22% | 12% | -4.7% | 0.1% | 1.8% | 11% | 14% | -42% | 11%
CCOC(=O)CC1Sc2ccccc2NC1=S (stereo not drawn) | -6% | -9% | 2.0% | 0.3% | -2.2% | -22% | 6% | 4% | ·
COC(=O)CN(CCc1ccccc1)S(=O)(=O)c1ccc(OC)c(OC)c1 | -9% | -1% | 1.1% | 0.0% | -1.0% | 7% | 4% | -35% | 3%
Fc1ccc(-c2ccnc3nc(-n4cccc4)nn23)cc1 | -17% | 24% | 3.9% | -0.2% | -3.4% | -6% | 1% | -46% | 10%
CN1C(=O)/C(=C/c2cn(CC(=O)N3CCCCC3)c3ccccc23)NC1=S | -12% | -1% | -3.1% | -0.1% | -3.3% | 24% | 14% | 29% | 12%
CCOC(=O)c1cccc(NC(=O)CSc2nnc(-c3ccoc3C)n2CC)c1 | -6% | 7% | -1.9% | 0.0% | -0.6% | 9% | 10% | 17% | 5%
COC(=O)Cn1c2ccc(F)cc2c2nc(C)sc21 | -25% | -6% | -0.4% | -0.3% | 16% | -1% | 9% | -6% | 16%

canonical_smiles | NOD1 NF-kB reporter | GPR55 antagonists | KOR beta-arrestin-1 | GPR55 beta-arrestin | HIV peptide binding | HEK293 NOD2/NF-kB | Large T inhibition | KOR beta-arrestin-2 | MgcRacGAP inhibition
CCn1ncc(Br)c1C(=O)Nc1cc([N+](=O)[O-])ccc1C | 8% | 22% | -0.3% | -0.3% | 2.8% | 4% | 22% | 16% | 6%
O=S(=O)(NCc1ccco1)c1ccc(S(=O)(=O)N2CCCC2)cc1 | -20% | -7% | · | 0.5% | 0.0% | -2% | 5% | -53%[20 µM] | 4%
O=C(c1cccs1)N1CCC(c2nc3c(nnn3Cc3c(Cl)cccc3Cl)c(=O)[nH]2)CC1 | -15% | 12% | 1.7% | 1.9% | -0.9% | 37% | 9% | 0% | 10%
O=C(NCc1ccccn1)/C(=N/O)c1ccccc1 | -41% | 1% | 0.8% | -0.1% | 3.3% | -10% | 0% | -8% | 5%
Cc1ccccc1N=CC1=C(O)c2ccccc2C1=O | 7% | -1% | 2.1% | -0.1% | -0.9% | -184% | 5% | -21%[20 µM] | -2%
CC(C)NC(=O)NC(=O)COC(=O)c1cc[n+]([O-])cc1 | -7% | -2% | -1.1% | 0.0% | -1.6% | 20% | 10% | -3% | 2%
O=C(c1ccc2ccccc2c1)N1CCN(c2ccccn2)CC1 | -14% | -1% | 4.0% | 0.3% | 0.4% | 13% | 6% | -14% | 14%
CCn1c(C(=O)O)c(CC(=O)Nc2ccc(Br)cc2C)c2ccccc21 | 1% | -1% | -4.5% | 0.0% | 6.5% | 17% | 9% | 2% | 1%
CCOC(=O)c1cc(-c2ccccc2)n(CC(=O)Nc2ccc(OC)c(OC)c2)c1C | -4% | 9% | 3.1% | -0.4% | -0.3% | 10% | 3% | -4% | -1%
O=C(NC1=NCCS1)c1ccc(-c2ccc(Cl)cc2)o1 | -83% | 2% | 1.8% | 0.5% | -2.0% | -149% | 20% | -20% | -21%
COc1ccc2cc(CCNC(=O)c3cc4ccccc4o3)c(=O)[nH]c2c1 | -45% | 12% | 1.9% | -0.1% | 1.5% | 8% | 1% | -7% | 2%
CSc1ccc(CCNC(=O)C2CCCN(c3nn4c(=O)cc(C)nc4s3)C2)cc1 (stereo not drawn) | -2% | 2% | -6.0% | -0.2% | -1.8% | -12% | 9% | -11% | 12%
CC1CC(=O)C2=C(C1)Nc1nc3ccccc3n1C2c1cccnc1 (stereo not drawn) | -29% | 3% | · | -0.1% | -0.2% | 6% | -3% | 4%[20 µM] | 6%
c1ccc(SCc2nc3ccccc3s2)nc1 | 1% | -2% | 2.8% | 0.0% | 0.5% | -48% | 8% | 11% | 11%
Cc1ccc(S(=O)(=O)N2CCOCC2)cc1C(=O)N1CCCCCC1 | -4% | -8% | 0.4% | -0.2% | -0.6% | 6% | 8% | -4% | 9%

canonical_smiles | NOD1 NF-kB reporter | GPR55 antagonists | KOR beta-arrestin-1 | GPR55 beta-arrestin | HIV peptide binding | HEK293 NOD2/NF-kB | Large T inhibition | KOR beta-arrestin-2 | MgcRacGAP inhibition
CC(C)c1nc(SCC(=O)N2CCc3ccccc32)n[nH]1 | -24% | 7% | -2.2% | 1.5% | -1.6% | -10% | 7% | -19% | 8%
Cc1nc(-c2ccccc2)sc1C(=O)NN | -48% | 9% | -2.1% | 1.0% | -2.0% | -7% | 10% | -12% | -1%
COc1ccc(NC(=O)CSc2nnc(-c3ccccc3)n2Cc2ccco2)c(OC)c1 | -5% | -6% | 4.8% | -0.3% | 20% | 10% | 3% | -35% | 9%
NS(=O)(=O)c1ccc(S(=O)(=O)N(Cc2ccccc2F)CC2CCCO2)cc1 (stereo not drawn) | -1% | 16% | -0.1% | 0.4% | 0.6% | 1% | -4% | 11% | 4%

# An excerpt from above in order of their number in HEK293 NOD2/NF-kB, descending.
smiles	NOD1 NF-kB reporter	KOR beta-arrestin-1	HIV peptide binding	HEK293 NOD2/NF-kB	Large T inhibition	KOR beta-arrestin-2	MgcRacGAP inhibition
COc1ccc(NC(=O)Cn2c(=O)n(Cc3ccco3)c(=O)c3ccccc32)cc1	1%	-3.0%	-0.6%	6%	9%	-12%	4%
CSc1ccc(CCNC(=O)C2CCCN(c3nn4c(=O)cc(C)nc4s3)C2)cc1 (stereo not drawn)	-2%	-6.0%	-1.8%	-12%	9%	-11%	12%
Cc1ccccc1N=CC1=C(O)c2ccccc2C1=O	7%	2.1%	-0.9%	-184%	5%	-21%[20 µM]	-2%
